Screens: PubChem BioAssay, National Center for Advancing Translational Sciences (NCATS)
SW480 rerep = DNA re-replication induction in SW480 cells | SW480 DNA re-replication, Hoechst DNA content imaging, 48 h | Potency, µM (series often up to 46.1 µM), inactives show at the top dose re-replication activation, hits mostly activators | 1.8% of 340,000 active; also: potency is read from the fitted curve at half-maximal effect; % of control where 0% means no effect; nearly all actives have a fitted effect of over 55% in size
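Compounds, transferred as 23 nL by pin tool, were incubated with cells for 48 hr; DNA content per nucleus was then quantified by Hoechst staining and fluorescence plate imaging.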
HT1080-NT tox = kills 2HG-producing HT-1080-NT fibrosarcoma cells. HT-1080-NT fibrosarcoma viability, CellTiter-Glo ATP luminescence, 48 h. Potency, µM (doses to about 46.1 µM), without a hit: at the top dose activity, negative = less viability, most hits filed as cytotoxic. 1.6% of 360,000 active;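 also: NT is the 2HG producing partner of a matched IDH1 knockdown line; potency is read from the fitted curve at half-maximal effect; 0% = DMSO-treated cells and -100% = media-only wells without cells; nearly all actives have a fitted effect of over 55% in size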
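Viability of the 2HG-overproducing fibrosarcoma line after 48 hours of compound exposure at 37 degrees C was determined by luminescence with CellTiter-Glo, and concentration-effect curves were then fitted and categorized.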
KB-V1 MDR tox = KB-V1 MDR subline cytotoxicity; 3.4% of 400,000 active; AID 1347076; Potency, µM (titrated, usually from 46.1 µM), for inactives: at the highest dose activity change, negative = cytotoxicity, most hits filed as cytotoxic; KB-V1 MDR cells viability, CellTiter-Glo, 72 h; also: potency is read from the fitted curve at half-maximal effect; % is scaled to controls: 0 for no effect and ±100 for the full control effect; nearly all actives have a fitted effect of over 60% in size
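Readout: CellTiter-Glo luminescence, 10 min after addition. Cells: KB-V1 MDR subline, 72 h at 37 degrees C with compound. Analysis: corrected, normalized data fitted to concentration-effect curves.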
IL-1B inflam inh = blocks inflammasome-driven IL-1 beta release | activity change, % at 57.5 µM | THP-1 LPS/ATP IL-1B secretion, AlphaLISA, 16 h; stronger effect = lower value | 4.7% of 360,000 active; in the data active = activity change below about -50%; inconclusive = mostly about -30% to -49%; also: % is scaled to controls: 0 for no effect and ±100 for the full control effect
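THP-1 cells pretreated 1 hr with compounds (up to 57.5 uM final), then stimulated with LPS (250 ng/mL final) plus ATP (1.25 mM final); secreted IL-1B measured by AlphaLISA after 16 hr, decreased signal indicating inhibition.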
GLP1R ag = activates the human GLP-1 receptor | 0.007% of 380,000 active | P43220 | HEK293 GLP-1R CRE-luciferase, luminescence, 4-6 h; cells express a hypersensitive GLP-1R form | Potency, µM (doses to about 45.6 µM), without a hit: at the highest dose activation, hits mostly activators; also: potency is read from the fitted curve at half-maximal effect; % of control where 0% means no effect
Target sequence (P43220 whole entry, looked up): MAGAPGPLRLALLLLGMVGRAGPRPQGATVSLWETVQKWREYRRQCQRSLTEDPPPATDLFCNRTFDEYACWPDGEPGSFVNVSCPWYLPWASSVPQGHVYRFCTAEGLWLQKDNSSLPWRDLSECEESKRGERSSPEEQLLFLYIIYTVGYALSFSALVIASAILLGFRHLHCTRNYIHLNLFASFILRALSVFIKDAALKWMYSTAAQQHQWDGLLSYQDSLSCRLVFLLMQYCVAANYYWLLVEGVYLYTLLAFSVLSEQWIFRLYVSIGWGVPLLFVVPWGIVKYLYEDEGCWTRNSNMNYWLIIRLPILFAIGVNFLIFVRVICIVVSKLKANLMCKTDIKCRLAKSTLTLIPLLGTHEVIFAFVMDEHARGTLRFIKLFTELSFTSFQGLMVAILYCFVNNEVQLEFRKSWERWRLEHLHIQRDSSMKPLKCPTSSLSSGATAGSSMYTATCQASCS
HT1080 IDH1KD tx = HT-1080 IDH1 knockdown cell toxicity (counter line); Potency, µM (top dose mostly 46.1 µM), for the others: at the top dose activity, negative = toxicity, most hits filed as cytotoxic; 2% of 360,000 active; HT-1080 IDH1 knockdown viability, ATP luminescence, 48 h; AID 686971;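 also: potency is read from the fitted curve at half-maximal effect; 0% = DMSO wells and -100% = cell-free medium wells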
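After a 2 h attachment period, IDH1KD HT-1080 cells took pin-transferred compound for 48 h at 37 °C; ATP-based luminescence after 10 min room-temperature reagent incubation reported viability.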
DRD3 agonist = activates the human D3 dopamine receptor. 0.58% of 410,000 active. D3R DiscoveRx beta-arrestin cells, luminescence, 90 min. P35462. max activation, %; in the data active = max activation above about 30%; also: 0% is about no effect; mostly tested at two doses, the higher about 12 µM
Target sequence (P35462 whole entry, looked up): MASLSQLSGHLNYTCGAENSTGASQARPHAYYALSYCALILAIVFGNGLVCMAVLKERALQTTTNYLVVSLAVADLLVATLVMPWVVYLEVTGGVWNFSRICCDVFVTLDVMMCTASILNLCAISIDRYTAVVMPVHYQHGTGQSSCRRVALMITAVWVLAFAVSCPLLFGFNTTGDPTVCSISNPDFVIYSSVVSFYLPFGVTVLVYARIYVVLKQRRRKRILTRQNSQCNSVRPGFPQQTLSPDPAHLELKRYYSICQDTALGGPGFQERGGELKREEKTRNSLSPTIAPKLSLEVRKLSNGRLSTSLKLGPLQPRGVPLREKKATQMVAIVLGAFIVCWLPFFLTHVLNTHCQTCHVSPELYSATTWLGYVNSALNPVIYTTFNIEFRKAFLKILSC
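Agonist-mode cell screen: cells plated at 1500/well and incubated overnight at 37 °C, then exposed to library compounds for 90 min at 37 °C. Detection reagent was added for 30–60 min at room temperature, and luminescence was read.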
D3 antag = D3 dopamine receptor (human) antagonism | D3R cells, DiscoveRx beta-arrestin luminescence, antagonist mode; stronger effect = lower value | P35462 | 2.5% of 360,000 active | max response, negative = inhibition, %; in the data active = max response below about -50%; inconclusive = no clear call, values can overlap the other calls; also: % is scaled to controls: 0 for no effect and ±100 for the full control effect; mostly tested at two doses, the higher about 12 µM
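Cells plated overnight at 1500 cells/well, then exposed to library compounds with dopamine controls for 90 minutes at 37 degrees C. DiscoveRx reagent added for 30–60 minutes at room temperature; luminescence read, quantitative HTS format.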
KB-3-1 cytotox = KB-3-1 parental cell cytotoxicity; Potency, µM (series often up to 46.1 µM), inactives show at the highest dose activity change, negative = cytotoxic, hits mostly cytotoxic; KB-3-1 viability, CellTiter-Glo ATP luminescence, 72 h; 1.4% of 400,000 active; also: potency is read from the fitted curve at half-maximal effect; % is scaled to controls: 0 for no effect and ±100 for the full control effect; nearly all actives have a fitted effect of over 60% in size
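Cytotoxicity in the drug-sensitive parental line KB-3-1 was scored as loss of CellTiter-Glo luminescence following 72 h incubation with compound. Values come from curve fitting of normalized concentration-response data.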
* hit, by the source's call; [ ] = remark or other dose. Unless noted, calls follow the shape of the dose curve; as a rule, active = well fitted curve in the direction sought with a large enough effect; inconclusive = small, poorly fitted or top-dose-only effect, or another doubt; inactive = no such curve, though single readings can be large; an effect the other way counts as inactive or inconclusive.

COc1ccc(-c2nc(C)c(CCNC(=O)c3ccc(C(F)(F)F)cc3)s2)cc1OC was read as KB-V1 MDR tox inconclusive, GLP1R ag 12.9%, DRD3 agonist 3.6 and KB-3-1 cytotox -3.0%.
For CC(C)c1ccc(NC(=O)Nc2nc(C(N)C3CCCCC3)cs2)cc1 (stereo not drawn) the results were HT1080-NT tox inconclusive, KB-V1 MDR tox inconclusive, IL-1B inflam inh -113.4*, GLP1R ag -21.2%, HT1080 IDH1KD tx 20.6µM*, DRD3 agonist -6.6, D3 antag 10.9 and KB-3-1 cytotox inconclusive.
Screening O=c1ccnc(SCCc2ccc([N+](=O)[O-])cc2)[nH]1 returned SW480 rerep -4.0%, HT1080-NT tox 13.8%, KB-V1 MDR tox 6.0%, IL-1B inflam inh 15.2, GLP1R ag 15.2%, HT1080 IDH1KD tx 9.9%, DRD3 agonist 3.7, D3 antag -13.6 and KB-3-1 cytotox inconclusive.
For Cc1ccc(NC(=O)C(=O)NN=C2CCCC2)cc1C the results were SW480 rerep 1.8%, HT1080-NT tox 2.9%, KB-V1 MDR tox 0.7%, IL-1B inflam inh -1.6, GLP1R ag 2.1%, HT1080 IDH1KD tx 4.6%, DRD3 agonist 4.6, D3 antag 15.7 and KB-3-1 cytotox -0.2%.
`CCC1=C2CC[C@H]3C(=O)N(CC)C(=O)[C@H]3[C@H]2[C@@]2(Cc3ccccc3)C(=NCc3ccccc3)OC(=O)N2C1=O` gave SW480 rerep inconclusive, HT1080-NT tox -4.5%, KB-V1 MDR tox 17.9%, IL-1B inflam inh -11.6, GLP1R ag -1.9%, HT1080 IDH1KD tx -4.3%, DRD3 agonist -32.4, D3 antag inconclusive and KB-3-1 cytotox -8.8%.
`O=C(Nc1ccncc1)C1CCN(S(=O)(=O)c2ccc(Cl)cc2)CC1` gave SW480 rerep -61.1%[inhibitor], HT1080-NT tox -7.3%, KB-V1 MDR tox -18.8%, IL-1B inflam inh 12.0, GLP1R ag 7.5%, HT1080 IDH1KD tx -1.0%, DRD3 agonist -1.2, D3 antag 2.9 and KB-3-1 cytotox -14.7%.
Screening CCC/C=N/Nc1nnc(Cc2ccc(OC)c(OC)c2)c(=O)[nH]1 returned SW480 rerep -1.6%, HT1080-NT tox -20.4%, KB-V1 MDR tox 6.1%, IL-1B inflam inh 17.7, GLP1R ag 8.1%, HT1080 IDH1KD tx -16.6%, DRD3 agonist -4.7, D3 antag 21.5 and KB-3-1 cytotox 14.6%.
Screening O=C(CN1C(=O)NC2(CCCC2)C1=O)Nc1ccc(Cl)cc1C(F)(F)F returned SW480 rerep -8.4%, HT1080-NT tox -1.2%, KB-V1 MDR tox 0.0%, IL-1B inflam inh -8.8, GLP1R ag -1.9%, HT1080 IDH1KD tx 10.3%, DRD3 agonist -2.6, D3 antag -17.2 and KB-3-1 cytotox -16.4%.
For COc1cc(C(=O)N2CCCCC2c2cc(C(=O)NCc3cccnc3)no2)cc(OC)c1C (stereo not drawn) the results were HT1080-NT tox 4.7%, KB-V1 MDR tox 0.3%, IL-1B inflam inh -2.5, GLP1R ag -3.6%, HT1080 IDH1KD tx 24.2%, DRD3 agonist 2.2, D3 antag 10.2 and KB-3-1 cytotox 0.0%.
For COc1ccc(CN(C)C(=O)C23CC4CC(CC(C4)C2)C3)c(OC)c1 the results were SW480 rerep inconclusive, HT1080-NT tox -24.1%, KB-V1 MDR tox inconclusive, IL-1B inflam inh 4.2, GLP1R ag 23.1%, HT1080 IDH1KD tx -20.8%, DRD3 agonist 3.7, D3 antag 16.2 and KB-3-1 cytotox inconclusive.
CSc1nc(N2CCOCC2)c2sccc2n1 was read as SW480 rerep -5.3%, HT1080-NT tox -4.9%, KB-V1 MDR tox -2.5%, IL-1B inflam inh -9.1, GLP1R ag 1.2%, HT1080 IDH1KD tx -3.8%, DRD3 agonist 0.9, D3 antag 7.5 and KB-3-1 cytotox -2.5%.
`Cc1cccc(OCC(=O)N/N=C/CC(C)c2ccccc2)c1C` (stereo not drawn) gave SW480 rerep 0.5%, HT1080-NT tox -1.1%, KB-V1 MDR tox -1.1%, IL-1B inflam inh -6.0, GLP1R ag 0.0%, HT1080 IDH1KD tx -0.8%, DRD3 agonist -12.9, D3 antag -18.8 and KB-3-1 cytotox 0.6%.
`CC(C)C#Cc1cnc2c(c1)C(=O)N([C@H](C)CO)C[C@@H](C)[C@H](CN(C)C(=O)Nc1ccccc1F)O2` gave HT1080-NT tox 5.7%, KB-V1 MDR tox 0.0%, IL-1B inflam inh -0.1, GLP1R ag 6.1%, HT1080 IDH1KD tx 17.5%, DRD3 agonist -0.4, D3 antag 16.4 and KB-3-1 cytotox 27.5%.
`CC(=O)Nc1ccc(S(=O)(=O)NNc2cccc(C)c2)cc1` gave SW480 rerep 27.7%, HT1080-NT tox -29.5%, KB-V1 MDR tox -26.5%, IL-1B inflam inh 12.3, GLP1R ag 0.7%, HT1080 IDH1KD tx -17.2%, DRD3 agonist 11.1, D3 antag 0.5 and KB-3-1 cytotox inconclusive.
Screening CCc1cccc(CC)c1NC(=O)C(CC)Sc1nc2ccncc2[nH]1 (stereo not drawn) returned SW480 rerep 4.7%, HT1080-NT tox -2.3%, KB-V1 MDR tox 17.2%, IL-1B inflam inh 13.4, GLP1R ag -6.5%, HT1080 IDH1KD tx -1.2%, DRD3 agonist 6.1, D3 antag -8.3 and KB-3-1 cytotox -5.0%.
CC(=O)NC1(c2ccccc2)CCN(Cc2nnnn2C(C)(C)C)CC1 was read as SW480 rerep -5.9%[9.22 µM], HT1080-NT tox 6.1%, KB-V1 MDR tox 0.0%, IL-1B inflam inh -10.6, GLP1R ag 6.8%, HT1080 IDH1KD tx 9.9%, DRD3 agonist -1.4, D3 antag -25.9 and KB-3-1 cytotox 0.0%.
COC(=O)c1cccc(NC(=O)CSc2nnc(COc3ccc(C#N)cc3)n2-c2ccccc2)c1 was read as SW480 rerep -3.1%, HT1080-NT tox -7.2%, KB-V1 MDR tox -11.0%, IL-1B inflam inh 4.3, GLP1R ag 2.6%, HT1080 IDH1KD tx -8.9%, DRD3 agonist -3.5, D3 antag 26.0 and KB-3-1 cytotox 12.9%.
COc1ccc(C(=O)NCC(C)(C)SCc2c(C)cc(C)cc2C)cc1 was read as SW480 rerep -6.9%, HT1080-NT tox inconclusive, KB-V1 MDR tox 18.4µM*, IL-1B inflam inh -72.1*, GLP1R ag 6.0%, HT1080 IDH1KD tx -9.0%, DRD3 agonist 18.0, D3 antag 10.9 and KB-3-1 cytotox 23.9%.
Screening CCN1CCN(Cc2c(C)[nH]c3ccc(OC)cc3c2=O)CC1 returned SW480 rerep -2.8%, HT1080-NT tox 9.6%, KB-V1 MDR tox 0.0%, IL-1B inflam inh 19.2, GLP1R ag -19.5%, HT1080 IDH1KD tx 13.7%, DRD3 agonist 3.4, D3 antag -53.1* and KB-3-1 cytotox 21.9%.
Screening Fc1ccc(Nc2ccc3ccccc3n2)c(F)c1 returned SW480 rerep -1.1%, HT1080-NT tox -3.3%, KB-V1 MDR tox -17.1%, IL-1B inflam inh 25.4, GLP1R ag 5.7%, HT1080 IDH1KD tx -2.8%, DRD3 agonist -3.3, D3 antag -12.8 and KB-3-1 cytotox -1.1%.
`Cn1c(C(=O)NCCCN2CCOCC2)cc2c(=O)n(C)c3ccccc3c21` gave SW480 rerep 8.6%, HT1080-NT tox -1.5%, KB-V1 MDR tox 10.2%, IL-1B inflam inh -4.0, GLP1R ag -4.8%, HT1080 IDH1KD tx -4.0%, DRD3 agonist -1.8, D3 antag 15.3 and KB-3-1 cytotox -29.1%.
CCC[C@H]1CCCC/C=C\CCCC(=O)OCCN1C(=O)OC(C)(C)C was read as SW480 rerep -6.2%, HT1080-NT tox -1.5%, KB-V1 MDR tox 7.9%, IL-1B inflam inh 19.5, GLP1R ag 3.8%, HT1080 IDH1KD tx 0.0%, DRD3 agonist 5.3, D3 antag 2.8 and KB-3-1 cytotox 4.4%.
`COc1ccc2c(c1)[nH]c1c(=O)n(Cc3ccco3)cnc12` gave SW480 rerep -7.8%, HT1080-NT tox inconclusive, KB-V1 MDR tox 14.6µM*, IL-1B inflam inh 18.4, GLP1R ag -5.2%, HT1080 IDH1KD tx inconclusive, DRD3 agonist -0.1, D3 antag 0.0 and KB-3-1 cytotox inconclusive.
For CCOC(=O)c1sc(NC(C)=O)c(C(=O)OCC)c1C the results were SW480 rerep -4.4%, HT1080-NT tox 2.8%, KB-V1 MDR tox -6.7%, IL-1B inflam inh -10.6, GLP1R ag 8.1%, HT1080 IDH1KD tx -0.1%, DRD3 agonist -3.1, D3 antag 26.9 and KB-3-1 cytotox 23.6%.
`COCCN(C(=O)CCc1ccc(OC)cc1)c1nnc(-c2ccncc2)s1` gave SW480 rerep -11.4%, HT1080-NT tox -16.1%, KB-V1 MDR tox inconclusive, IL-1B inflam inh 23.5, GLP1R ag 12.1%, HT1080 IDH1KD tx -9.5%, DRD3 agonist 1.7, D3 antag -3.1 and KB-3-1 cytotox -7.7%.
`COC(OC)c1ccnc(-c2ccc(OC(C)=O)cc2)n1` gave SW480 rerep -2.9%, HT1080-NT tox 10.8%, KB-V1 MDR tox 35.9%, IL-1B inflam inh -12.4, GLP1R ag 12.3%, HT1080 IDH1KD tx 1.6%, DRD3 agonist 12.8, D3 antag 19.1 and KB-3-1 cytotox 9.1%.
Screening CCc1nc2ccc(C(=O)Nc3cccc(NS(C)(=O)=O)c3)cn2c1N(C)CCN1CCOCC1 returned HT1080-NT tox 8.5%, KB-V1 MDR tox 3.1%, IL-1B inflam inh -25.5, GLP1R ag -1.2%, HT1080 IDH1KD tx 0.9%, DRD3 agonist 0.8, D3 antag 3.0 and KB-3-1 cytotox 0.0%.

Random draw from the library; overall some 12% were active at least once.
